NR2E3 ag-1 – NR2E3 agonists in two-hybrid cells, primary screen, cell-based, luminescence, CHO-S, Gal4-NCOR/VP16-NR2E3. Photoreceptor-specific nuclear receptor (Homo sapiens), Q9Y5X4. luciferase. inhibition of corepressor binding, % at 3.98 µM. hit rate 0.35% among 360,000. AID 602229, 2012;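 active means inhibition above the mean of all tested compounds plus 3 SD, cut at about 70% in these data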;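 further: 0% = DMSO with NR2E3 transfected cells and 100% = cells lacking NR2E3 construct; higher means lower luciferase signal from less NR2E3 corepressor binding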
NR2E3 ag-2 – inhibitors of NR2E3-RetCOR corepressor binding, primary screen, NR2E3 agonist project, biochemical, TR-FRET, GST-NR2E3, biotin-RetCOR; Photoreceptor-specific nuclear receptor (Homo sapiens), Q9Y5X4; 1536-well; inhibition of corepressor binding, % at 4.78 µM; hit rate 0.12% among 320,000; AID 2300, 2010;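 active means percent inhibition above the cutoff of mean plus 3 SD of all tested compounds, set per screening campaign, cut at about 20% in these data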;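 further: 0% = DMSO wells and 100% = biotin wells as full block of FRET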
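Format: 1536-well format; test system: GST-NR2E3 and biotin-RetCOR proteins; read-out basis: percent inhibition of TR-FRET ratio; timing: 5 h incubation at 4 °C; detection: time-resolved FRET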
HIF-2a inh – HIF-2a reporter inhibitors, primary screen, luminescence, 786-0 RCC cells; 786-0 RCC cells HIF-2a reporter, luciferase luminescence, overnight; hit rate 0.72% among 360,000; inhibition, % at 18.8 µM;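 active means inhibition of the luminescence signal of 40% or more relative to plate controls, in a single-dose primary screen at 18.75 µM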
CaV13 FRET inh – Disruptors of the CACNA1D IQ motif to Ca2+-dependent inactivation inhibitor domain association, primary screening, Förster resonance energy transfer in intact living …; HEK cells, CFP/YFP FRET ICDI-IQ, plate reader, 10 min; percent FRET-ratio fall versus neutral wells; AID 743397; hit rate 0.098% among 340,000; inhibition, % at 12.3 µM;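 active means mean replicate inhibition of at least 30% and at least 1% of replicates passing that level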;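 further: 0% = median of the neutral control wells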
PDI turbidity – inhibitors of human PDI, primary screen, biochemical, turbidity, single point, plate reader; Protein disulfide-isomerase (Homo sapiens), P07237; PDI insulin aggregation turbidity, A650, 90 min; inhibition, % at 10 µM; hit rate 0.052% among 350,000;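 active means mean inhibition across replicates of 30% or more, whatever share of single replicates reach that level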;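 further: absorbance from insulin aggregation driven by PDI reduction with DTT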
Target sequence (P07237 whole entry, looked up): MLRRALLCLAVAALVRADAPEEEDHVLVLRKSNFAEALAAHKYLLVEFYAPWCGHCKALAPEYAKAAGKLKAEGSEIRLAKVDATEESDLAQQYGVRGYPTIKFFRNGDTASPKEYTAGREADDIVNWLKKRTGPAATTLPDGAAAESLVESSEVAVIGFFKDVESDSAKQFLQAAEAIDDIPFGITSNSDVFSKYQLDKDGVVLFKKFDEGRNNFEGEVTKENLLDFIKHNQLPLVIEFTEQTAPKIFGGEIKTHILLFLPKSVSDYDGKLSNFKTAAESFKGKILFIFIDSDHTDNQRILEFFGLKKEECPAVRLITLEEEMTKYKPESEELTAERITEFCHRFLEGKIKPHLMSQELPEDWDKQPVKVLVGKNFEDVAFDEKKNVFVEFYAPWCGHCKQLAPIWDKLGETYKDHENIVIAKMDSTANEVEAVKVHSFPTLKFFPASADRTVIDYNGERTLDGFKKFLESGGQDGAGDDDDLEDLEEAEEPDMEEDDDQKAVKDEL
aDG glyco act – activators of alpha-DG glycosylation, primary screen, uHTS, Pro5-aDG cells, AlphaScreen. activation, % at 10 µM. hit rate 0.22% among 360,000. alpha-DG glycosylation AlphaScreen (IIH6); 0% Pro5, 100% B10-LARGE cell signal;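 active means activation of at least 8% versus controls, or a plate z-score of at least 8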;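 further: Pro5 are CHO cells carrying HIG-tagged alpha-DG that lacks glycosylation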
Vif inh – HIV Vif self-association inhibitors, primary screen, imaging, HEK293T, single point; HEK293T cells, Vif self-association by quenched fluorescence, 24 h; hit rate 0.35% among 340,000; inhibition, % at 7.49 µM; in the data active means inhibition above about 50%, passing the limit was not always enough; further: some results filed as inactive read as strong as hits
Peg3 prom inh – Peg3 promoter-driven luciferase inhibitors, primary screen, cell-based, HeLa, luciferase luminescence; inhibition, % at 20 µM; hit rate 1.7% among 360,000; HeLa PEG-Prom luciferase reporter, overnight;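 active means inhibition of at least 50% at 20 µM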
hiPSC survival – enhancers of single-cell hiPSC survival, primary screen, ATPlite luminescence. 100% = ROCK inhibitor wells, 0% = DMSO. survival enhancement, % at 20 µM. hit rate 0.044% among 360,000. AID 602274, 2012; in the data active means survival enhancement above about 18%;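 further: cells exposed to compounds for 16 hours before the ATP read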
Granule exo inh – LAMP-1 surface exposure blockers, TALL-104 cells – cell-based, flow cytometry, MLPCN library, primary screen | TALL-104 LAMP-1 surface exposure; cells stimulated with thapsigargin and PMA | inhibition, % at 10 µM | hit rate 0.66% among 360,000;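 active means inhibition above about 55%, limit read from the data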
MITF TRPM1 inh – inhibitors of MITF-dependent TRPM1 promoter reporter, primary screen, cell-based, SK-MEL-5, single point, luciferase; SK-MEL-5 TRPM1 promoter luciferase, 24 h; inhibition, % at 12.5 µM; hit rate 0.83% among 330,000;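 active means mean inhibition across replicates of 60% or more, whatever share of single replicates reaches that level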; further: values of inactives mirror those of a sister screen read the other way
* = called active by the depositor; / = not tested or not shown.

(1) CCc1cccc2c1NC(=O)C2(O)CC(=O)c1cccs1 (configuration not stated)
(2) CSc1ccccc1NC(=O)c1ccc(Br)o1
(3) CCN(Cc1ccccc1)Cc1c(F)cccc1F
(4) COC(=O)c1ccc(NC(=O)CSc2nnc(COc3ccccc3)n2C)cc1
(5) O=c1c2c3c(sc2n2cnnc2n1CCc1ccccc1)CCCC3
assay / entry	1	2	3	4	5
NR2E3 ag-1	15	-34	-19	2	-7
NR2E3 ag-2	4	-3	8	0	-1
HIF-2a inh	19	-207	-2	2	-36
CaV13 FRET inh	-17	-4	-7	/	-13
PDI turbidity	0	-16	-8	-6	3
aDG glyco act	1.1	0.1	-0.2	0.1	0.0
Vif inh	-2	29	/	-11	-19
Peg3 prom inh	10	-187	1	-10	26
hiPSC survival	-1.7	-1.8	0.4	3.1	4.1
Granule exo inh	0	-5	5	0	1
MITF TRPM1 inh	10	-45	9	1	-4

(6) NS(=O)(=O)c1ccc(NC(=O)COC(=O)Cc2c[nH]c3ccccc23)cc1
(7) Cc1ccccc1C(=O)N/N=C/c1ccc([N+](=O)[O-])s1
(8) Cc1cc2ncn(C(=O)c3cc(-c4ccccc4)nc4ccccc34)c2cc1C
(9) COCC(C)NC(=O)NC1(C(F)(F)F)Oc2ccc(Cl)cc2O1 (configuration not stated)
(10) O=c1cc(CO)oc(C(Nc2ccccn2)c2cccc(F)c2)c1O (configuration not stated)
assay / entry	6	7	8	9	10
NR2E3 ag-1	1	11	-22	-1	-14
NR2E3 ag-2	/	4	2	-4	-3
HIF-2a inh	13	76*	-23	31	8
CaV13 FRET inh	-7	/	-4	-5	-6
PDI turbidity	10	-6	-5	-5	-9
aDG glyco act	0.1	3.6	0.2	0.7	0.0
Vif inh	3	-7	-2	18	8
Peg3 prom inh	8	50*	-13	27	9
hiPSC survival	5.5	-0.4	0.3	-3.2	0.4
Granule exo inh	-4	1	-5	-3	2
MITF TRPM1 inh	7	94*	-4	-6	10

(11) O=C(NC1(c2ccccc2)CC1)C1CCC(=O)N(Cc2ccc(Cl)cc2)C1 (configuration not stated)
(12) C[C@@H]1CCCCO[C@H](CN(C)S(=O)(=O)c2cn(C)cn2)[C@@H](C)CN([C@H](C)CO)C(=O)c2cc(NC(=O)c3ccncc3)ccc2O1
(13) CC1CCN(C(=O)COC(=O)CNC(=O)C23CC4CC(CC(C4)C2)C3)CC1
(14) NC(=O)c1c(N)[nH]c(C(=O)c2ccccc2)c1-c1ccncc1
(15) C[C@@H]1ON(C)[C@H]2C[C@H]3c4[nH]c5ccc(-c6ccc7c(c6)OCO7)cc5c4CCN3C(=O)[C@@H]12
assay / entry	11	12	13	14	15
NR2E3 ag-1	-7	-12	-1	-9	-10
NR2E3 ag-2	-1	/	-2	/	/
HIF-2a inh	-10	3	2	6	-20
CaV13 FRET inh	-2	-10	-6	-6	-10
PDI turbidity	-2	6	-13	/	-10
aDG glyco act	-0.1	-0.1	-0.3	0.2	0.0
Vif inh	-4	-1	8	/	-5
Peg3 prom inh	4	1	8	/	31
hiPSC survival	-0.6	-0.8	-0.2	7.0	-1.2
Granule exo inh	-1	-3	-6	-1	14
MITF TRPM1 inh	-2	/	0	/	/

(16) O=C(CCc1nc2ccccc2c(=O)[nH]1)N1CCN(S(=O)(=O)c2ccccc2Br)CC1
(17) CCc1nc2oc3cc(OC)ccc3c(=O)c2c(=O)n1Cc1ccco1
(18) Cn1nc(C(C)(C)C)cc1C(=O)N1CCCCC1c1cc(C(=O)Nc2ccccc2Cl)no1 (configuration not stated)
(19) CC(O)CC(=O)NOCc1ccccc1 (configuration not stated)
(20) CCn1cc(/C=C(\NC(=O)c2ccc(OC)c(OC)c2)C(=O)N2CCN(C)CC2)c2ccccc21
(21) O=C(Nc1nccs1)c1ccc(N2CCOCC2)c([N+](=O)[O-])c1
(22) CCOc1ccc(OCC(=O)N(C)c2c(N)n(Cc3ccccc3)c(=O)[nH]c2=O)cc1
(23) COc1cc(OC)cc(C(=O)N[C@H](C(=O)NCc2ccco2)C(C)C)c1
assay / entry	16	17	18	19	20	21	22	23
NR2E3 ag-1	3	-23	16	-30	-33	-87	-2	-21
NR2E3 ag-2	2	0	/	/	1	-2	-2	6
HIF-2a inh	48*	7	-3	0	10	-281	1	18
CaV13 FRET inh	-4	-5	-4	-6	-6	-5	-9	-6
PDI turbidity	3	10	-5	-3	17	-1	0	-3
aDG glyco act	0.2	0.0	2.3	0.0	-0.1	-0.1	0.0	0.4
Vif inh	/	-2	-19	3	-4	-3	4	-1
Peg3 prom inh	7	5	12	-1	-3	-344	-3	14
hiPSC survival	-0.4	0.1	3.5	0.4	-0.2	-0.4	-0.4	3.5
Granule exo inh	3	-4	1	-3	0	-10	1	-1
MITF TRPM1 inh	26	0	/	-8	-5	-63	-2	4

From entry 12 up to 23, copied from above:
(12) C[C@@H]1CCCCO[C@H](CN(C)S(=O)(=O)c2cn(C)cn2)[C@@H](C)CN([C@H](C)CO)C(=O)c2cc(NC(=O)c3ccncc3)ccc2O1
(13) CC1CCN(C(=O)COC(=O)CNC(=O)C23CC4CC(CC(C4)C2)C3)CC1
(14) NC(=O)c1c(N)[nH]c(C(=O)c2ccccc2)c1-c1ccncc1
(15) C[C@@H]1ON(C)[C@H]2C[C@H]3c4[nH]c5ccc(-c6ccc7c(c6)OCO7)cc5c4CCN3C(=O)[C@@H]12
(16) O=C(CCc1nc2ccccc2c(=O)[nH]1)N1CCN(S(=O)(=O)c2ccccc2Br)CC1
(17) CCc1nc2oc3cc(OC)ccc3c(=O)c2c(=O)n1Cc1ccco1
(18) Cn1nc(C(C)(C)C)cc1C(=O)N1CCCCC1c1cc(C(=O)Nc2ccccc2Cl)no1 (configuration not stated)
assay / entry	12	13	14	15	16	17	18
NR2E3 ag-1	-12	-1	-9	-10	3	-23	16
NR2E3 ag-2	/	-2	/	/	2	0	/
HIF-2a inh	3	2	6	-20	48*	7	-3
CaV13 FRET inh	-10	-6	-6	-10	-4	-5	-4
PDI turbidity	6	-13	/	-10	3	10	-5
aDG glyco act	-0.1	-0.3	0.2	0.0	0.2	0.0	2.3
Vif inh	-1	8	/	-5	/	-2	-19
Peg3 prom inh	1	8	/	31	7	5	12
hiPSC survival	-0.8	-0.2	7.0	-1.2	-0.4	0.1	3.5
Granule exo inh	-3	-6	-1	14	3	-4	1
MITF TRPM1 inh	/	0	/	/	26	0	/

(19) CC(O)CC(=O)NOCc1ccccc1 (configuration not stated)
(20) CCn1cc(/C=C(\NC(=O)c2ccc(OC)c(OC)c2)C(=O)N2CCN(C)CC2)c2ccccc21
(21) O=C(Nc1nccs1)c1ccc(N2CCOCC2)c([N+](=O)[O-])c1
(22) CCOc1ccc(OCC(=O)N(C)c2c(N)n(Cc3ccccc3)c(=O)[nH]c2=O)cc1
(23) COc1cc(OC)cc(C(=O)N[C@H](C(=O)NCc2ccco2)C(C)C)c1
assay / entry	19	20	21	22	23
NR2E3 ag-1	-30	-33	-87	-2	-21
NR2E3 ag-2	/	1	-2	-2	6
HIF-2a inh	0	10	-281	1	18
CaV13 FRET inh	-6	-6	-5	-9	-6
PDI turbidity	-3	17	-1	0	-3
aDG glyco act	0.0	-0.1	-0.1	0.0	0.4
Vif inh	3	-4	-3	4	-1
Peg3 prom inh	-1	-3	-344	-3	14
hiPSC survival	0.4	-0.2	-0.4	-0.4	3.5
Granule exo inh	-3	0	-10	1	-1
MITF TRPM1 inh	-8	-5	-63	-2	4

Screening results from PubChem BioAssay.
